AID2073: inhibitors of Mint1-CaV2.2 protein interaction, biochemical, HTRF (AID 2073). actives 0.19% (n = 290,000). Voltage-dependent N-type calcium channel subunit alpha-1B (Homo sapiens). inhibition, % at 20 µM; hits with a dose series show IC50 in µM. HTRF protein-protein interaction, Mint1-CaV2.2; higher % means a stronger effect; in the data active means inhibition mostly above about 51%, no sharp cut-off; further: some results filed as inactive read as strong as hits
SIAH1 antagonists: Siah-1 peptide-binding antagonists, primary screen, biochemical, fluorescence polarization, rhodamine-plectin, uHTS (AID 1817). E3 ubiquitin-protein ligase SIAH1 (Homo sapiens). displacement, % at 20 µM, or IC50 in µM where a hit was titrated. actives 0.02% (n = 290,000). Siah-1 / rhodamine-plectin peptide fluorescence polarization; higher % means a stronger effect;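 active means displacement of at least 50% at 20 µM, with a fluorescence ratio check between 0.3 and a set limit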;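 further: plate controls were Siah plus tracer with DMSO for no effect and tracer alone without Siah for full effect; strong numbers were not always called active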
LYP inhibition: inhibitors of LYP phosphatase, biochemical, fluorescence intensity, uHTS (AID 1779); Tyrosine-protein phosphatase non-receptor type 22 (Homo sapiens); recombinant LYP phosphatase, fluorescence intensity; higher % means a stronger effect; inhibition, % at 11.5 µM; hits with a dose series show IC50 in µM; actives 0.054% (n = 290,000); in the data active means inhibition above about 50%;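 further: plate controls were vehicle with enzyme for no effect and no enzyme for full effect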
* hit, by the source's call. Not all compounds are listed (hit frequency here may not be typical).

SMILES	AID2073	SIAH1 antagonists	LYP inhibition
CCCn1c(=O)c2c(nc3n2CCCN3Cc2ccccc2)n(C)c1=O	10%	-2%	-6%
CCOc1cc(-c2nnn(CC(=O)N3CCCCC3)n2)ccc1OC	2%	8%	-12%
CC(C)Oc1ccccc1NC(=O)CSc1nc2ccccc2c(=O)n1C	-8%	0%	-4%
NC(=O)C1CC(=O)N(c2ccc(OCC(=O)NCc3ccccc3)cc2)C1 (configuration not stated)	-6%	4%	-10%
Cc1ccc(/C=C2/Sc3ccc(C(=O)N4CCN(c5ccccn5)CC4)cc3NC2=O)cc1	8%	7%	0%
COc1cc(CNc2ccc3[nH]c(=O)[nH]c3c2)cc(Br)c1OCc1ccc(F)cc1	3%	-5%	-4%
CC(C)N1CCN(Cc2cc3ccccc3[nH]2)CC1CCO (configuration not stated)	7%	0%	-8%
O=C(NC1CCCN(Cc2ccc(Cl)cc2)C1)c1ccccc1-c1ncc[nH]1 (configuration not stated)	-4%	0%	-4%
COc1ccc(Nc2nc(-c3ccccc3F)nc3ccccc23)cc1OC	6%	-1%	2%
Cc1oc(-c2ccc(Cl)cc2)nc1CS(=O)CC(=O)NC1CC1 (configuration not stated)	-4%	16%	-12%
COc1ccc2nc(CNC(=O)C3CCC(=O)N(CCc4ccccc4)C3)[nH]c2c1 (configuration not stated)	-2%	-2%	-14%
COc1ccc(OCc2cc(C(=O)NCc3nc(C)cs3)no2)c(Cl)c1	7%	9%	-7%
Cc1cccc(C)c1OCc1cc(C(=O)N2CCN(c3ccccc3)CC2C)no1 (configuration not stated)	11%	-3%	1%
Cc1ccc(SC(C)C(=O)O/N=C(\N)c2ccncc2)cc1 (configuration not stated)	28%	1%	-9%
Cc1cccc(C)c1NC(=O)CNC(=O)C(Cc1ccccc1)NC(=O)c1ccccc1 (configuration not stated)	-1%	12%	-7%
COc1ccc(NC(=O)Cc2cccc3ccccc23)cc1	0%	0%	-4%
O=C(/C=C/c1ccco1)NCCc1ccc(F)cc1	30%	1%	7%
Cc1cc(C)c(S(=O)(=O)NCc2nc3nc(C)cc(C)n3n2)c(C)c1	9%	-1%	-7%
CCCn1c(=O)c(C(=O)NNC(=O)c2ccccc2[N+](=O)[O-])c(O)c2ccccc21	8%	-4%	-6%
COc1ccc(C(=O)Nc2ccc3c(c2)n(C)c(=O)n3C)cc1OC	13%	5%	-9%

Profiles from above. Screens in order: AID2073 | SIAH1 antagonists | LYP inhibition
Shown for COc1ccc(NC(=O)Cc2cccc3ccccc23)cc1 : 0% | 0% | -4%
Shown for NC(=O)C1CC(=O)N(c2ccc(OCC(=O)NCc3ccccc3)cc2)C1 (configuration not stated) : -6% | 4% | -10%
Shown for COc1ccc(Nc2nc(-c3ccccc3F)nc3ccccc23)cc1OC : 6% | -1% | 2%
Shown for CCCn1c(=O)c2c(nc3n2CCCN3Cc2ccccc2)n(C)c1=O : 10% | -2% | -6%
Shown for Cc1cccc(C)c1NC(=O)CNC(=O)C(Cc1ccccc1)NC(=O)c1ccccc1 (configuration not stated) : -1% | 12% | -7%

Continuation.
SMILES	AID2073	SIAH1 antagonists	LYP inhibition
CCCCCCCCCC[N+](C)(C)CC/C=C1/c2ccccc2Sc2ccc(Cl)cc21	23%	2%	-18%
Cc1nc(Nc2ccccc2)sc1C(=O)c1ccc(F)cc1	6%	0%	-2%
O=C(c1ccccc1F)N1CCN(Cc2ccc3c(c2)OCO3)CC1	6%	4%	-11%
COc1ccccc1NC(=O)NN1CCCCC1	-7%	0%	-11%
CC(C)(C)c1ccc(C(=O)NC2CCS(=O)(=O)C2)cc1 (configuration not stated)	6%	1%	-3%
CC(C)c1ccc(NC2CCCN(C(=O)c3ccsc3)C2)cc1 (configuration not stated)	-2%	1%	-6%
COc1ccc(N(Cc2cc(=O)[nH]c3ccccc23)C(=O)C(C)C)cc1	1%	7%	-6%
Cc1cc(C(C)(C)C)cc(S(=O)(=O)NCCc2ccncc2)c1C	-1%	-5%	-12%
COc1ccc(Br)cc1/C=N/NC(=O)c1ccc2nc[nH]c2c1	4%	4%	-4%
Cc1nn(CC(=O)NCCc2ccco2)c(=O)c2nn(-c3ccccc3)c(C)c12	32%	34%	-3%
Cc1ccccc1N(CC(=O)N1CCCCCC1)S(C)(=O)=O	12%	-6%	-6%
CC(C)OCCCNC(=O)c1cc(S(=O)(=O)N2CCc3ccccc32)cn1C	-4%	-3%	-12%
Cc1nc2ccccc2c(=O)n1/N=C/c1ccccc1F	7%	2%	-1%
CCc1ccc(N=C2NC(=O)/C(=C/c3ccc(OCC(=O)O)c(OC)c3)S2)cc1	15%	-3%	-1%
COc1ccc(C(=O)Nn2cnc3ccccc3c2=O)cc1[N+](=O)[O-]	4%	0%	-4%
COc1ccc(C(=O)O)cc1NC(=S)NC(=O)C(c1ccccc1)c1ccccc1	6%	-3%	0%
O=C(CSS(=O)(=O)O)N1CCN(C(=O)c2ccoc2)CC1	-31%	0%	-13%
COc1ccc(Br)cc1CN1C(=O)NC2(CCCCCC2)C1=O	-8%	1%	-2%
CCn1c(=O)c(CCC(=O)N2CCOCC2)c(C)c2c(C)nn(-c3ccccc3)c21	4%	4%	-5%
COc1ccc(CN(C)C(=O)Cn2ccsc2=N)cc1OC	-2%	0%	2%

5 entries picked at random from those above, as already listed:
SMILES	AID2073	SIAH1 antagonists	LYP inhibition
NC(=O)C1CC(=O)N(c2ccc(OCC(=O)NCc3ccccc3)cc2)C1 (configuration not stated)	-6%	4%	-10%
COc1ccc(C(=O)O)cc1NC(=S)NC(=O)C(c1ccccc1)c1ccccc1	6%	-3%	0%
CCn1c(=O)c(CCC(=O)N2CCOCC2)c(C)c2c(C)nn(-c3ccccc3)c21	4%	4%	-5%
COc1ccc(C(=O)Nc2ccc3c(c2)n(C)c(=O)n3C)cc1OC	13%	5%	-9%
CCOc1cc(-c2nnn(CC(=O)N3CCCCC3)n2)ccc1OC	2%	8%	-12%

The listing continues.
SMILES	AID2073	SIAH1 antagonists	LYP inhibition
O=C(c1ccc(Cl)c(Cl)c1)N1CCN(c2ccccn2)CC1	6%	-2%	-4%
CC(NS(=O)(=O)c1ccc(OCC(=O)N2CCCC2)cc1)c1ccccc1 (configuration not stated)	5%	4%	-8%
CCN1CCN(CC(=O)N/N=C/c2cc(Br)cs2)CC1	8%	0%	-10%
N#Cc1ccccc1Cn1c(=O)oc2ccccc21	6%	0%	-6%
CCCC(NC(=O)Cc1c(C)c2cc3c(C)c(C)oc3c(C)c2oc1=O)C(=O)N[C@@H](Cc1ccccc1)C(=O)O (some centres not stated)	31%	48%	5%
O=C(O)[C@@H]1CCCN1S(=O)(=O)c1cccc(S(=O)(=O)N2CCC[C@H]2C(=O)O)c1	6%	5%	-8%
COc1cc(NS(=O)(=O)c2ccc(NC(=O)c3ccc(Cl)cc3Cl)cc2)ncn1	6%	13%	-4%
Cc1ccc(NC(=O)C2CCCN(S(=O)(=O)c3c(C)noc3/C=C/N(C)C)C2)c(C)c1 (configuration not stated)	-4%	10%	-5%
CC(C)[C@@H](C(=O)N1CCCC1)N1C(=O)N2CCc3c([nH]c4ccccc34)[C@@]2(C)C1=O	-8%	-2%	-3%
COc1ccccc1C(=O)NCCC(=O)NCC(c1ccccc1)N(C)C (configuration not stated)	-1%	7%	-12%
CC(C)Cc1ccc(C(=O)Nc2ccc(Cc3ccncc3)cc2)o1	6%	4%	-8%
Cc1c(OCC(=O)NCc2ccncc2)ccc2c3c(c(=O)oc12)CCC3	14%	-2%	-6%
Cc1ccccc1NC(=O)CSc1nnc(-c2ccccn2)o1	1%	3%	-2%
O=C(O)c1cc(-c2ccccc2)n(-c2ccc(Cl)cc2Cl)n1	11%	4%	0%
Cc1ccc(CC(=O)Nc2nccs2)cc1C	6%	1%	-6%
CCn1cc(C(=O)NCCN(CC(C)C)CC(C)C)c(=O)c2cc(S(=O)(=O)N3CCOCC3)ccc21	-10%	4%	-8%
CS(=O)(=O)c1cccc(S(=O)(=O)N2CCCCCC2)c1	11%	9%	-1%
CC(=O)Cn1cnc2c(cnn2-c2ccc(C)c(C)c2)c1=O	18%	0%	-5%
CC(NC(=O)c1cc(-c2ccncc2)nc2ccc(Cl)cc12)C1CCCO1 (configuration not stated)	2%	3%	-9%
CC1(C)Oc2ccc(C(=O)N/N=C/c3ccc(O)cc3)cc2NC1=O	3%	13%	1%
CCn1c(SCC(=O)N2CCCCCC2)nc2c(c1=O)SCC2	0%	12%	-1%
O=C(CCS(=O)(=O)c1ccccc1)N1CCN(c2ccc(F)cc2)CC1	0%	-2%	-6%
CSc1cc(-c2ccncc2)nc(-c2ccc(Cl)cc2)c1	13%	3%	-4%
COc1cc(NC(=O)C2CCN(S(=O)(=O)c3ccc(N4CCCC4=O)cc3)CC2)cc(OC)c1	7%	7%	-8%
CN(/N=C/c1cc(Cl)ccc1O)C1=NS(=O)(=O)c2ccccc21	6%	-2%	-3%
CC(Oc1ccc2c3c(c(=O)oc2c1)CCCC3)C(=O)NCCCn1ccnc1 (configuration not stated)	14%	-6%	-7%
O=C(Nc1ccccc1Cl)NC1(C(=O)NCC2CCCO2)CCCCC1 (configuration not stated)	0%	3%	-12%
O=C1C(=O)N(CCCn2ccnc2)C(c2ccc(Br)cc2)/C1=C(\O)c1ccc2c(c1)OCCO2 (configuration not stated)	29%	4%	-2%
CCn1ccnc1CNC(=O)C1CCC(=O)N(Cc2ccccc2F)C1 (configuration not stated)	5%	-6%	-3%
COc1ccc(CNC(=O)N2CCN(c3cccc(Cl)c3)CC2)cc1OC	1%	1%	-10%
CCN(C(=O)N1CCOCC1)c1ccccc1C	1%	3%	-10%
Cc1c(CN2CCC(n3nccc3NC(=O)C3CC3)CC2)[nH]c2ccccc12	7%	10%	-7%
NS(=O)(=O)c1ccc(CCNC(=O)CNCCc2ccc(C(F)(F)F)cc2)cc1	3%	5%	-10%
CCn1c(=O)c(C(=O)NCCCc2ccccc2)c(O)c2ccccc21	7%	6%	-12%
O=C(CN1C(=O)/C(=C\c2cccc(Cl)c2)Sc2ccccc21)NCCCN1CCOCC1	0%	-3%	-9%
COc1ccc(C)cc1NS(=O)(=O)c1ccc2c(c1)CCN2C(C)=O	7%	1%	-4%
O=C(O)c1ccc(NC(=O)c2cccc(C(=O)Nc3ccc(C(=O)O)cc3)c2)cc1	16%	0%	-8%
CCOc1ccc(NC(=O)CN2CCc3cc4c(cc3C2)OCCCO4)cc1OCC	6%	14%	-7%
CCC[n+]1c2ccccc2cc2ccccc21	7%	-4%	-6%
CN(C)S(=O)(=O)c1cccc(C(=O)NC2CCSc3ccccc32)c1 (configuration not stated)	9%	2%	-8%
COc1ccccc1CCCNC(=O)C1CCC(=O)N(CCc2cccc(F)c2)C1 (configuration not stated)	-3%	-3%	-9%
COc1ccc(C(=O)Nc2ccnn2C2CCN(C(=O)C3CCOC3)CC2)cc1 (configuration not stated)	2%	2%	-13%
CC(NC(=O)c1cccc(Cl)c1)C1CC2CCC1C2 (configuration not stated)	-6%	4%	2%
O=C(COc1ccccc1Cl)NC(=S)Nc1ccccc1N1CCCC1	8%	0%	7%
CC1CCCN(Cc2c(O)ccc3c(=O)c(-c4ccc(Cl)cc4)coc23)C1 (configuration not stated)	39%	6%	-6%
COc1ccc(CCNC(=O)Cn2nnc(C(=O)Nc3cc(C)ccc3C)c2N)cc1OC	-5%	-1%	-10%
O=C(Nc1ccccc1C(=O)O)c1cccc(C(=O)Nc2ccccc2C(=O)O)c1	19%	15%	-7%
COc1ccc(Cl)cc1NC(=O)c1cccc(N2C(=O)C3CC=CCC3C2=O)c1 (configuration not stated)	9%	-2%	-6%
CC(C)CC(=O)Nc1cc2c3c(c1)CCN3C(=O)CC2	0%	0%	-5%
CCOC(=O)/C(=C\c1ccc(OC)c(OC)c1)C(=O)c1cccnc1	13%	2%	-8%
O=C(NC(=S)Nc1ccc(N2CCOCC2)cc1)c1cccc(Cl)c1Cl	-2%	1%	-2%
O=C(NNC(=O)c1ccc(-c2ccccc2)cc1)Nc1ccccc1F	3%	-3%	-12%
Cc1ccccc1C(=O)Nc1ccc(C(=O)O)cc1NC(=O)c1ccccc1C	10%	-4%	-7%
C[n+]1cn(Cc2ccc(C#N)cc2)c2ccccc21	12%	-2%	-5%
Cc1cc(C)c(S(=O)(=O)N2CCN(C(=O)C(C)Cn3nc(C)nc3C)CC2)c(C)c1 (configuration not stated)	-2%	0%	-6%
COc1ccccc1N1CCN(C2CCCN(C(=O)c3snnc3C)C2)CC1 (configuration not stated)	0%	10%	-6%
COc1ccccc1C(=O)NCCC(=O)Nc1ncccc1O	5%	-1%	-7%
CC(=O)c1ccc(NC(=O)CSc2cn[nH]n2)cc1	7%	12%	-8%
CSCC[C@H](NC(=O)c1cccnc1)c1nnc2ccccn12	-4%	-1%	-12%
Cc1cc(C)nc(NS(=O)(=O)c2ccc(NC(=O)c3cc(=O)c4ccccc4o3)cc2)n1	27%	10%	-13%
CC(=O)c1ccc(S(=O)(=O)N2CCCC(N(C)CCc3ccccn3)C2)cc1 (configuration not stated)	-1%	2%	-6%
Cn1ccsc1=NC(=O)c1ccc(CS(C)(=O)=O)cc1	7%	-7%	-10%
O=C(NCCNC(=O)c1ccco1)c1ccco1	17%	-4%	-10%

3 structures out of the list, sorted by SMILES length, descending.
SMILES	AID2073	SIAH1 antagonists	LYP inhibition
CC1CCCN(Cc2c(O)ccc3c(=O)c(-c4ccc(Cl)cc4)coc23)C1 (configuration not stated)	39%	6%	-6%
Cc1ccccc1C(=O)Nc1ccc(C(=O)O)cc1NC(=O)c1ccccc1C	10%	-4%	-7%
COc1ccccc1C(=O)NCCC(=O)Nc1ncccc1O	5%	-1%	-7%

Screens as filed in PubChem BioAssay.
